Compound activity deposited in PubChem by Sanford-Burnham Center for Chemical Genomics.
MIN6 prolif – induces beta-cell replication in MIN6 cells; MIN6 cells proliferation, ATPlite luminescence, 48 h; cells starved in 0.2% serum; 100% = growth in 10% serum; proliferation, % at 10 µM; 330,000 compounds, 0.29% hits; AID 2380;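 active means compounds whose signal lies at least 3.5 SD above the mean of all wells on their plate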;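 further: 0% = DMSO-treated cells in low-serum medium and 100% = 10% serum control; some compounds called inactive have numbers as strong as hits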
hIAP activ – human IAP activation. P09923. purified human IAP, CDP-Star luminescence, 30 min; stronger effect = higher value; 1 = vehicle-only enzyme, 0 = enzyme-free background. activation factor at 10 µM. 330,000 compounds, 0.16% hits;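 active means activation factor of the enzyme at least 2-fold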; further: the source names both 10 and 20 µM as test concentration; values of inactives mirror those of a sister screen read the other way
hIAP inh – blocks human intestinal alkaline phosphatase | P09923 | purified IAP, CDP-Star luminescence, 30 min | inhibition, % at 10 µM | 330,000 compounds, 0.12% hits | AID 2544;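 active means inhibition reaching a set limit with compound at 10 µM in the primary screen, cut at about 35% in these data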;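 further: plate controls were DMSO wells with enzyme for no effect and no-enzyme buffer wells for full effect; values of inactives mirror those of a sister screen read the other way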
SENP1 FRET inh – inhibitors of human SENP1 SUMO protease catalytic domain; Q9P0U3; recombinant SENP1 catalytic domain, CyPet-SUMO1-YPet FRET cleavage; inhibition, % at 10 µM; 360,000 compounds, 0.21% hits;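 active means inhibition at least 30% at 10 µM, raw YFP signal under a set limit, fluorescence ratio 0.5 to 1.5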;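 further: 0% = enzyme with DMSO and 100% = no enzyme wells; some results filed as inactive read as strong as hits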
Target sequence (Q9P0U3 419-644 limits assumed): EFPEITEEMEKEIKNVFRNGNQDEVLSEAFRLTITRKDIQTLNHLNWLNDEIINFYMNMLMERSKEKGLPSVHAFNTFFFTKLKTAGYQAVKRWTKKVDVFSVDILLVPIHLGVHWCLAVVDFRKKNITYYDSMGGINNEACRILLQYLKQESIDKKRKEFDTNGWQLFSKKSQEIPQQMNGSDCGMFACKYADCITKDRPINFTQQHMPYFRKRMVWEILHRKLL
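Assay system – human recombinant His6-tagged SENP1 catalytic domain enzyme · Input – SENP1 enzyme, 20 pM final · Buffer or medium – Tris pH 8 buffer plus EDTA, NaCl, BME, BSA, NP40, catalase · Schedule – 50 min reaction at room temperature · Technique – FRET read of cyan and yellow fluorescence · Control set – no-enzyme wells low, DMSO-plus-enzyme wells high control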
NLRP3 yeast inh – NALP3 inhibition in yeast | 330,000 compounds, 0.39% hits | Yeast reconstituted NLRP3/ASC/caspase-1, beta-gal luminescence, 24 h | inhibition, % at 10 µM;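 active means inhibition of 50% or more; inactive means inhibition below 50%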;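 further: plate controls were induced DMSO wells for no effect and uninduced yeast grown without galactose for full effect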
mIAP block – mouse IAP inhibition; purified mouse IAP, CDP-Star luminescence, 30 min; AID 2806; 330,000 compounds, 0.2% hits; inhibition, % at 10 µM;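 active means inhibition of at least 40% at 10 µM in the primary screen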;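 further: plate controls were DMSO with enzyme for no effect and no enzyme wells for full effect; values of inactives mirror those of a sister screen read the other way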
A3A deaminase – blocks human APOBEC3A ssDNA deamination | P31941 | recombinant A3A, FAM/TAMRA ssDNA deamination fluorescence | inhibition, % at 20 µM | 330,000 compounds, 0.41% hits;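 active means at least 40% inhibition at 20 µM here, with at most 30% in a related deaminase screen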;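 further: plate controls were A3A with DMSO for no effect and wells lacking A3A enzyme for full effect; some results filed as inactive read as strong as hits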
Target sequence (P31941 whole entry, looked up): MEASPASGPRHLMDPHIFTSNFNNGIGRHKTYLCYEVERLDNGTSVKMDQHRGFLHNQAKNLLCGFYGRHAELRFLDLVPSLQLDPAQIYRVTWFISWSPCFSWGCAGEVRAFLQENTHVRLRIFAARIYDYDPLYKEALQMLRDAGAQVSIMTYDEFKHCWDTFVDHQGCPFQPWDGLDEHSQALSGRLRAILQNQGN
A3G deaminase – inhibitors of human APOBEC3G DNA deaminase | Q9HC16 | recombinant A3G, ssDNA deamination FAM/TAMRA fluorescence | inhibition, % at 20 µM | 330,000 compounds, 0.28% hits | AID 493012;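 active means inhibition of at least 40% at 20 µM, with no more than 30% in the related APOBEC3A deaminase screen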;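 further: plate controls were DMSO wells with A3G for no effect and wells lacking A3G enzyme for full effect; some compounds called inactive have numbers as strong as hits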
Target sequence (Q9HC16 whole entry, looked up): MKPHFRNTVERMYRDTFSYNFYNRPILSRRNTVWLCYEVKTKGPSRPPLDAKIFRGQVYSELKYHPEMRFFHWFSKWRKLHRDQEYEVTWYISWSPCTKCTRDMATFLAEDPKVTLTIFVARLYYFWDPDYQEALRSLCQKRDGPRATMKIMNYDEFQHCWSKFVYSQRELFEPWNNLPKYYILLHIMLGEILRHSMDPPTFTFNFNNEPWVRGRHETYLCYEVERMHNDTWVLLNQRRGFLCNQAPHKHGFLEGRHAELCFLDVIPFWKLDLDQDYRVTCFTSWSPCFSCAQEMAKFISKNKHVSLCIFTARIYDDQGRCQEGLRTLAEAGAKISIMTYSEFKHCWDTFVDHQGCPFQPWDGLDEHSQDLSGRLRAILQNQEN
mIAP activ – increases mouse intestinal alkaline phosphatase activity. activation factor at 10 µM. muIAP, CDP-Star luminescence, 30 min; stronger effect = higher value; 1 = vehicle-only enzyme signal, 0 = enzyme-free wells. 330,000 compounds, 0.24% hits;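 active means activation factor of at least 2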; further: the source names both 10 and 20 µM as test concentration; values of inactives mirror those of a sister screen read the other way
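System: mouse IAP enzyme. Reagent: CDP-Star chemiluminescent phosphatase substrate. Benchmarks: DMSO wells, no-enzyme wells. Times: 30 min enzyme-substrate-compound incubation at room temperature. Detection: luminescence from enzymatic CDP-Star hydrolysis. Doses: test compounds delivered from DMSO solution.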
* hit, by the source's call. An excerpt; count on the stated rates, not on these rows.

molecule	MIN6 prolif	hIAP activ	hIAP inh	SENP1 FRET inh	NLRP3 yeast inh	mIAP block	A3A deaminase	A3G deaminase	mIAP activ
O=C(/C=C/c1ccc(Cl)cc1)Nc1ccc(CN2CCOCC2)cc1	-3	1.2	-19	-1	9	4	1	-5	0.95
COc1ccc(-n2ccnc2)cc1	-1	1	-3	1	-1	3	-3	-10	0.97
CN(C)C(CNC(=O)c1ccc(NS(=O)(=O)c2ccc3[nH]c(=O)[nH]c3c2)cc1)c1ccccc1 (configuration not stated)	-2	1	-4	4	6	2	2	-6	0.98
Cc1cc(C)cc(OCC(=O)Nc2cc(NC(=O)COc3cc(C)cc(C)c3)cc(C(=O)O)c2)c1	0	1.1	-14	-3	11	0	2	-2	1
S=c1[nH]nc(C2CCCCC2)o1	-4	1.1	-14	0	-4	-14	-1	3	1.1
Nc1cccc2cc(-c3ccccc3)oc12	-3	0.81	18	-3	34	9	-8	-9	0.91
COc1ccc(S(=O)(=O)Nc2ccc(N3CCOCC3)cc2)cc1[N+](=O)[O-]	0	0.95	5	2	27	-6	-3	-7	1.1
COc1cc(C=O)ccc1OC(=O)c1ccc(C(C)C)cc1	-5	1.1	-8	1	16	-6	-2	-12	1.1
CN(CC(=O)Nc1ccccc1Br)C(=O)CN1CCN(Cc2ccc(Cl)cc2)CC1	7	1	-4	-1	14	-5	-5	-6	1
CC(C)(C)c1ccc(S(=O)(=O)N2C=CC(C(F)(F)F)=NCC2)cc1	-2	1.2	-18	-9	25	-8	-3	-2	1.1
O=C(Cc1ccc(S(=O)(=O)N2CCOCC2)s1)Nc1cc(C(F)(F)F)cc(C(F)(F)F)c1	-8	1.1	-8	-9	9	-18	2	-4	1.2
Cc1sc(NC(=O)CN(Cc2ccc(F)cc2)C(=O)C(C)(C)C)c(C(N)=O)c1C	-4	1.1	-6	2	8	-3	-1	-1	1
CCN1CCN(C(CNS(=O)(=O)c2ccc(OC)c(C)c2)c2cccnc2)CC1 (configuration not stated)	-1	0.91	10	-2	4	6	1	-7	0.94
Cc1ccc(S(=O)(=O)NN2Cc3ccccc3C2=N)cc1	-3	1.2	-23	1	-22	-12	-2	-4	1.1
O=C(Cn1c(=O)sc2ccccc21)Nc1ccccc1C(=O)O	0	0.96	4	2	-9	-3	3	-1	1
CCS(=O)(=O)c1nc(S(=O)(=O)c2ccc(C)cc2)c(N2CC(C)CC(C)C2)s1 (configuration not stated)	-2	1.1	-7	1	3	4	-4	-6	0.96
O=C(Nc1ccc(S(=O)(=O)Nc2ccccc2F)cc1)N1CCCCC1	-3	1	-1	1	11	-2	1	5	1
CN(C)S(=O)(=O)c1ccc(N2CCCC2)c(C(=O)NCC(=O)Nc2ccc(F)c(F)c2)c1	2	0.84	16	0	8	-7	-5	-8	1.1
CN(C)C(CNC(=O)CCC(=O)c1ccc(Br)cc1)c1ccccc1 (configuration not stated)	-4	0.96	4	-1	7	0	0	-4	1
Cc1ccnc(Sc2nc3c(c(=O)[nH]c(=O)n3C)n2CCCc2ccccc2)n1	1	0.91	9	-2	-8	7	-3	-5	0.93

Additional records follow.
molecule	MIN6 prolif	hIAP activ	hIAP inh	SENP1 FRET inh	NLRP3 yeast inh	mIAP block	A3A deaminase	A3G deaminase	mIAP activ
CN(C)S(=O)(=O)Oc1cccc(C(=O)Nc2cccc(Cl)c2)c1	-5	0.91	9	1	21	-6	-2	-2	1.1
CC(=O)NC(c1ccc(C)cc1)c1cc([N+](=O)[O-])c2cccnc2c1O (configuration not stated)	-6	0.97	3	-2	22	10	0	11	0.9
COC(=O)c1ccc(N=NN2CCCCCC2)cc1	0	1	-1	3	15	8	-4	-4	0.92
CC(=O)NC(c1ccc(C(C)C)cc1)c1c(O)ccc2ccccc12 (configuration not stated)	-4	1.3	-29	0	2	-2	-3	3	1
CN(C)c1ccc(C(=O)OCC(=O)NCCC2=CCCCC2)cc1	-1	1.1	-13	-2	4	-5	1	-2	1.1
COc1ccccc1C(=O)Nc1ccc(Br)cc1C	-3	0.95	4	3	42	29	4	0	0.71
CC(=O)Nc1ccc(NC(=O)C(C)Sc2n[nH]c(-c3cccs3)n2)cc1 (configuration not stated)	-4	0.89	11	-2	9	-5	-1	-9	1
CCCCc1cc(-c2n[nH]c(=S)o2)c2ccccc2n1	-4	0.96	4	-15	-2	4	0	-2	0.96
COc1cc2oc(=O)ccc2c(OC)c1CC(O)C(C)(C)O (configuration not stated)	4	0.97	3	-2	11	3	-2	-7	0.97
CCOc1cccc(C(=O)NC(c2ccccc2)C(C)C)c1 (configuration not stated)	-3	1	-4	-1	9	1	0	-16	0.99
COc1ccc(OC)c(/C=C/C(=O)c2ccc(Cl)cc2)c1	-6	1.1	-5	9	-9	9	4	-1	0.91
CN(C(=O)COc1ccc2c(-c3ccccc3)cc(=O)oc2c1)C1CCS(=O)(=O)C1 (configuration not stated)	-4	0.77	23	0	3	7	-4	-5	0.93
CCCNC(=O)c1c(NC(=O)C2COc3ccccc3O2)sc2c1CCCC2 (configuration not stated)	2	0.94	6	-2	13	4	-2	-4	0.96
COc1ccc(C(=O)N/C(=C\c2ccccc2)C(=O)Nc2ccc(C(=O)NCC(=O)O)cc2)cc1	5	1.1	-8	-4	9	-3	-1	-8	1
COc1ccccc1Nc1nc(-c2sc(NC(=O)c3ccco3)nc2C)cs1	-5	0.95	5	-9	8	18	-3	-3	0.82
CCc1nccn1CCC(=O)N1CCCC(Nc2ccc(C(C)C)cc2)C1 (configuration not stated)	-1	1.1	-7	2	20	-2	-3	-5	1
c1ccc2c(OCCCCN3CCOCC3)cccc2c1	-3	1.1	-9	2	10	1	-5	-7	0.99
COC(=O)C1CCN(C(=O)CN2C(=O)NC3(CCC(C)CC3)C2=O)CC1 (configuration not stated)	1	1	-1	1	-3	-7	1	-4	1.1
CC1(O)CC(c2ccc(Cl)cc2)=NN1C(=O)c1ccc([N+](=O)[O-])cc1 (configuration not stated)	-6	0.87	13	8	24	18	3	-3	0.82
Cc1ccc(NS(=O)(=O)c2c(C)[nH]c(=O)[nH]c2=O)c(C)c1	-1	1.1	-15	1	-18	2	-4	-10	0.97

The results go on:
molecule	MIN6 prolif	hIAP activ	hIAP inh	SENP1 FRET inh	NLRP3 yeast inh	mIAP block	A3A deaminase	A3G deaminase	mIAP activ
CC(C)(CNC(=O)CC1C(=O)NCCN1Cc1cccc(F)c1F)N1CCOCC1 (configuration not stated)	-1	0.97	3	0	5	-3	-1	-1	1
CC(Oc1ccc(Cl)cc1)C(=O)Nc1nccs1 (configuration not stated)	-1	0.91	9	3	20	-4	-3	-2	1
COc1ccc(CNC(=O)CNC(=O)c2sc3ccccc3c2Cl)cc1OC	-1	0.82	18	1	-6	1	-1	-7	0.99
CC1Cc2ccccc2N1S(=O)(=O)c1cccc(C(=O)OCC(=O)N2CCOCC2)c1 (configuration not stated)	-1	1.1	-10	2	14	-8	-1	8	1.1
COc1ccc(CNCc2ccc(C)cc2)c(OC)c1	3	0.96	4	0	21	7	-4	-14	0.93
c1ccc(CSc2nnc(-c3ccccn3)n2-c2ccccc2)cc1	1	0.98	2	0	7	1	5	-3	0.99
CCCCNC(=O)Nc1ccnn1C1CCCCC1	-4	1.2	-20	-1	22	-9	-4	-5	1.1
Cc1ccccc1Nc1nnc(SCC(=O)Nc2ncc(C(F)(F)F)cc2Cl)s1	0	1	-2	0	10	5	-3	-10	0.95
CS(=O)(=O)Nc1ccc(C2=NN(S(=O)(=O)c3ccc(F)cc3)C(c3ccco3)C2)cc1 (configuration not stated)	-3	0.86	14	-21	-1	9	-5	-19	0.91
NC(N)=NCCCC(NC(=O)c1ccccc1)C(=O)Nc1ccc([N+](=O)[O-])cc1 (configuration not stated)	9	0.86	14	1	8	16	0	0	0.84
O=C(/C=C/Nc1ccc(Oc2ccccc2)cc1)c1ccco1	-5	0.96	4	-20	37	7	1	-5	0.93
CCCN(CCC(=O)Nc1cc(OC)cc(OC)c1)CC1CC1	-2	1.1	-11	7	9	-16	2	-2	1.2
O=C(O)c1ccccc1C(=O)c1ccc(Cl)cc1	4	1.1	-12	0	0	0	-5	-5	1
O=C(OCc1ccc(Br)cc1)c1cccc(S(=O)(=O)N2CCCC2)c1	-4	1.1	-8	2	5	8	-3	-7	0.92
Cc1c(Nc2nc3ccccc3nc2NS(=O)(=O)c2cccs2)c(=O)n(-c2ccccc2)n1C	-2	1.1	-5	-25	-2	-1	-2	-1	1
CC(=O)c1sc(NC(=O)C(C)(C)C)nc1C	0	1.1	-9	-1	0	8	-7	-5	0.92
COc1cc(CNc2nc(C)c([N+](=O)[O-])c(C)c2C#N)cc(OC)c1OC	-3	0.86	14	5	3	10	0	-3	0.9
CSc1nccc(-c2cc(Cl)sc2Cl)n1	3	0.73	27	1	-13	11	-1	-4	0.89
CCCN(CCO)C1CCN(CCc2ccccc2)CC1	-2	0.78	22	-8	10	2	-1	0	0.97
COc1ccc(CC(=O)Nc2c(C(=O)N3CCN(c4ncccn4)CC3)oc3ccccc23)cc1OC	1	1.2	-17	0	17	6	-6	-3	0.94

Additional results.
molecule	MIN6 prolif	hIAP activ	hIAP inh	SENP1 FRET inh	NLRP3 yeast inh	mIAP block	A3A deaminase	A3G deaminase	mIAP activ
COc1ccc(Br)cc1CNC(=O)CN1C(=O)C(c2ccccc2)Oc2cccnc21 (configuration not stated)	-2	1	-2	-32	-5	1	11	23	0.99
Cc1cccc(C(=O)OCc2cncs2)c1	1	1.2	-18	0	11	-2	-3	-10	1
CCOC(=O)c1c(-c2cccs2)csc1NC(=O)c1ccncc1	-2	0.92	8	5	6	4	-1	-5	0.96
CCC(Sc1ccc2nnc(CCNS(=O)(=O)c3ccc(OC)cc3)n2n1)C(=O)OC (configuration not stated)	4	0.93	7	1	21	-7	2	-2	1.1
COc1ccc(-c2csc(N(CCCN(C)C)C(=O)c3ccc(F)cc3)n2)cc1	-3	1	0	0	-3	0	-2	-3	1
CSc1nc(-c2ccco2)nn1S(C)(=O)=O	-1	0.93	7	3	-15	-1	-2	-3	1
Cc1ccc(Cc2c[nH]c(=S)s2)cc1	-2	0.92	8	0	17	4	2	-12	0.96
O=[N+]([O-])c1ccc(Nc2ccccc2O)c2nonc12	-4	0.89	11	19	26	1	1	19	0.99
CCOC(=O)N1CCC(n2c(SCC(=O)NCCC3=CCCCC3)nc3ccccc3c2=O)CC1	-5	0.97	2	0	11	4	-2	-6	0.96
Cc1cccc(-n2c(O)c(C=NC3CCS(=O)(=O)C3)c3ccccc3c2=O)c1 (configuration not stated)	-1	1.2	-19	1	26	-3	-3	-1	1
O=C(N/N=C/c1cc2c(cc1Br)OCO2)c1cccnc1	-3	1.1	-11	1	8	-8	-4	-12	1.1
